Bioassay records (PubChem BioAssay)
KAT2A inh = inhibitors of human GCN5L2 histone acetyltransferase | AID 504327 | Potency, µM (top dose mostly 58.9 µM), for the others: at the top dose activity change, negative = inhibition, most hits filed as inhibitors | GCN5L2 HAT assay, ThioGlo1 CoA-SH fluorescence | Q92830 | hit rate 0.21% among 390,000
Target sequence (Q92830 whole entry, looked up): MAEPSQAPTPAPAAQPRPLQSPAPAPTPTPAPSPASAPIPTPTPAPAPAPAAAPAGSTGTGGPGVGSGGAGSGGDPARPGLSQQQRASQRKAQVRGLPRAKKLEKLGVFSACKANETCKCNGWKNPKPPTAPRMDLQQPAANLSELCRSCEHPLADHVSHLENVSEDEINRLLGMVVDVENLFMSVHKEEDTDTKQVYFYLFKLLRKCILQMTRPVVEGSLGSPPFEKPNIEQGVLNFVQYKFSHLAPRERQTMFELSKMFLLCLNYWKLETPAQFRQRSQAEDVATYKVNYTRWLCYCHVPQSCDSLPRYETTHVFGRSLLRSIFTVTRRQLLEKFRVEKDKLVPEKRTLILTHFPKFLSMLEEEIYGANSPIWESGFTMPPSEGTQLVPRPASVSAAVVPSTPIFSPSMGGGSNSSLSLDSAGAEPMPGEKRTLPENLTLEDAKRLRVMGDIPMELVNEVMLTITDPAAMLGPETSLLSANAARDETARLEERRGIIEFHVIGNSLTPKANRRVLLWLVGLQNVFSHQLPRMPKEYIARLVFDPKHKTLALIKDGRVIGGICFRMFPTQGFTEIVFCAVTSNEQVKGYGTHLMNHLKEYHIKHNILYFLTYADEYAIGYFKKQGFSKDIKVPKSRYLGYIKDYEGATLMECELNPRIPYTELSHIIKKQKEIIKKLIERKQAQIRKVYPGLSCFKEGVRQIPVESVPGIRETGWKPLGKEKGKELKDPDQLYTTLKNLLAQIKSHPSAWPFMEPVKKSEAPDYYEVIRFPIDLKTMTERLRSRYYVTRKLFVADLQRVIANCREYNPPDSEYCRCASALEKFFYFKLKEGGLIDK
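ThioGlo1-coupled HAT assay: 20nM GCN5L2, 70uM acetyl-CoA, 75uM H3(1-25) peptide, pH 7.5. Fluorescence read at 340/540nm at start and after 20 min at room temperature.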
N370S GC = inhibitors or activators of N370S glucocerebrosidase for Gaucher disease; N370S GC spleen homogenate, 4MU-glucoside fluorescence; Potency, µM (doses to about 59.4 µM), without a hit: top-dose activity change, negative = inhibition, actives largely listed as inhibitors; hit rate 0.092% among 330,000; AID 2101;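 note: 0% = full enzyme activity and -100% = no enzyme basal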
FEN1 inhibitor = human FEN1 inhibition; hit rate 0.35% among 390,000; AID 588795; Recombinant FEN1 flap cleavage, fluorescence, 15 min; P39748; Potency, µM (top dose mostly 114 µM), inactives show top-dose activity change, negative = inhibition, hits mostly inhibitors; note: nearly all actives have a fitted effect of over 65% in size
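Compounds are tested as a concentration series against 10 nM FEN1; after a 15 min room-temperature preincubation, 50 nM substrate starts cleavage, with plate reads at 0 and 15 min. Normalized responses are fitted by a Hill equation.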
Numbers without * were called inactive; ? = inconclusive; nt = no result given; & = joins results of further samples; [ ] = dose if it differs, or a comment. Calls come from the whole dose curve; as a rule, active = well fitted curve in the direction sought with a large enough effect; inconclusive = small, poorly fitted or top-dose-only effect, or another doubt; inactive = no such curve, though single readings can be large; an effect the other way counts as inactive or inconclusive. Unless noted, % is set by controls: 0 for no effect and ±100 for the full control effect; potency is the fitted concentration of half-maximal effect. The order is random. Share with any hit: about 0.54%.

| SMILES | KAT2A inh | N370S GC | FEN1 inhibitor |
| --- | --- | --- | --- |
| O=C(CSc1nc2ncc(Br)cc2[nH]1)c1ccc([N+](=O)[O-])cc1 | -5% | 1% | 7% |
| O=C(Oc1ccccc1C(=O)N1CCOCC1)c1ccc(F)cc1 | -4% | -5% | 2% |
| O=c1c2c3c(sc2nc2n1CCCCC2)CCCCC3 | -2% | 23% | nt |
| CCOC(=O)c1[nH]c(C)c(/C(O)=C2\C(=O)C(=O)N(CCN(C)C)C2c2ccncc2)c1C (stereo not drawn) | -2% | 0% | -2% |
| CC/C(=N\NC(=O)c1ccc(Br)cc1)c1ccccc1 | -6% | -26% | -3% |
| COc1ccc(-c2nnnn2C)cc1S(=O)(=O)Nc1ccc(C)cc1C | 3% | 3% | -3% |
| COc1ccc(S(=O)(=O)Nc2cccc(-c3ccc(N4CCCC4)nn3)c2)c(OC)c1 | -5% | nt | -18% |
| CC(C)(C)NC(=O)NC(=O)COC(=O)C1(C)CC1(Cl)Cl (stereo not drawn) | 0% | -13% | -9% |
| CC1CC2OC2/C=C\C=C/C(=O)Cc2c(Cl)c(O)cc(O)c2C(=O)O1 (stereo not drawn) | -3% | 3% | nt |
| CC(=O)c1cccc(NC(=O)C2=CN3CCS(=O)(=O)N=C3C=C2)c1 | -4% | nt | -5% |
| O=C(NCc1ccccc1)c1ccc2ccccc2n1 | -2% | 28% | -5% |
| C/C=C(\C)C(=O)NCCN1C2=NC[C@H](C)N2C[C@@H]1Cc1ccc(OC)cc1 | 0% | -7% | -3% |
| O=C(NCc1ccccc1)C(c1ccco1)N(C(=O)c1ccccn1)c1ccccc1 (stereo not drawn) | -3% | -6% | -9% |
| Cc1c(C(=O)OC2CCCC2C)[nH]c2c1C(=O)CCC2 (stereo not drawn) | 0% | 11% | -1% |
| Cc1cc2nc3c(=O)n(CCc4ccccc4)c(=O)[nH]c3nc2cc1N | ? | -7% | -7% |
| Cc1ccc(NC(=O)CN2C(=O)C(=O)N(C3CCCC3)C2=O)cc1Cl | -4% | nt | 2% |
| CCOc1ccc(NC(=O)c2cnn3c2NC(c2cccc(OC)c2)=CC3c2ccccc2)cc1 (stereo not drawn) | -20% | nt | 10% |
| CCn1c(C(C)NC(=O)c2ccc(C)cc2)n[nH]c1=S (stereo not drawn) | -1% | ? | -2% |
| Fc1ccccc1CNc1cc(Cl)cc(Cl)c1 | -1% | -1% | -15% |
| O=C1CN(C(=O)COC(=O)CCC(=O)c2ccc3c(c2)OCCO3)c2ccccc2N1 | -3% | 1% | 6% |
| COc1ccc(-c2cn(CCN)c(-c3ccncc3)n2)cc1 | -3% | -15% | 1% |
| CCn1c(=O)cc(OCC(=O)NCCc2ccc(OC)c(OC)c2)c2ccccc21 | -3% | -8% | -1% |
| C/C(CC(=O)NC(C)(C)C)=N\NC(=O)COc1ccc(C)cc1Br | -10% | 9% | -4% |
| COc1ccc(CNC(=O)c2c3c(nc4ccccc24)C(=O)N(C2CCCCC2)C3)c(OC)c1 | -5% | nt | ? |
| Cc1cccc(C(=O)N2CCC(=O)N(C(COCc3ccc(Cl)cc3)Cc3ccccc3)CC2)c1 (stereo not drawn) | -9% | 17% | 0% |
| C=CCOc1c(Br)cc(/C=N/NC(=O)Cc2ccc(C(F)(F)F)cc2[N+](=O)[O-])cc1OC | -2% | -4% | -1% |
| O=C(Nc1ncc(Cc2ccccc2)s1)C1CCCO1 (stereo not drawn) | -2% | 17% | 10% |
| CCc1ccc(-n2nc(C)c3c(C)cc(=O)n(CC(=O)Nc4cc(C)ccc4C)c32)cc1 | -7% | nt | 14% |
| Cc1cc2cc(CNC(=O)NC3CCCCC3)ccc2[nH]1 | -7% | 6% | 5% |
| Cc1cccc(NC(=S)N=Nc2c(O)n(CN3CCOCC3)c3ccccc23)c1C | 28% | 14% | 10% |

Brought forward from above: three entries, then new ones.
| SMILES | KAT2A inh | N370S GC | FEN1 inhibitor |
| --- | --- | --- | --- |
| CCc1ccc(-n2nc(C)c3c(C)cc(=O)n(CC(=O)Nc4cc(C)ccc4C)c32)cc1 | -7% | nt | 14% |
| Cc1cc2cc(CNC(=O)NC3CCCCC3)ccc2[nH]1 | -7% | 6% | 5% |
| Cc1cccc(NC(=S)N=Nc2c(O)n(CN3CCOCC3)c3ccccc23)c1C | 28% | 14% | 10% |
| CCOc1ncccc1C(=O)NNC(=O)c1csc(N2CCOCC2)n1 | -1% | 0% | 12% |
| CN(CCNS(=O)(=O)c1ccc2c(c1)oc(=O)n2C)Cc1ccccc1 | -6% | -15% | -16% |
| COc1cccc(C2C3=C(N=c4s/c(=C\c5ccc(OCC(=O)O)cc5)c(=O)n42)c2ccccc2CC3)c1 (stereo not drawn) | ? | 8% | -17% |
| CCOC(=O)CC(=O)CSc1nccc(-c2cccnc2)n1 | 0% | 10% | -7% |
| CCOC(=O)N1CCN(S(=O)(=O)CCNC(=O)c2cccc(OC)c2)CC1 | 0% | -4% | 6% |
| Cc1ccc(NC(=O)C(=S)NCc2ccco2)cc1 | -5% | -3% | -3% |
| O=C(NNc1nc2c(F)cc(F)cc2s1)c1ccccc1 | 11% | -23% | 2% |
| CCOc1ccc(C2CC(=O)NC(NC(=O)c3ccc(C)cc3)=N2)cc1 (stereo not drawn) | 3% | nt | -5% |
| O=C(Nc1nc2ccccc2c(=O)s1)c1ccc(F)cc1Cl | -4% | -7% | 15% |
| CN(C(=O)COC(=O)c1ccc(F)c(S(=O)(=O)N2CCOCC2)c1)C1CCS(=O)(=O)C1 (stereo not drawn) | -4% | -14% | 2% |
| CCCCC(=O)NC(NC(=O)CCCC)c1ccc(OCC(C)C)c(OC)c1 | 1% | -3% | 6% |
| C=CCn1c(SCC(=O)Nc2ccc(C)cc2C)nnc1-c1cccnc1 | 0% | -2% | -4% |
| O=C1C2CCCCN2C(=O)N1CCCCN1CCN(c2cccc(Br)c2)CC1 (stereo not drawn) | -9% | -17% | 17% |
| Cc1nc(CNS(=O)(=O)c2ccc3c(c2)CCCC3)cs1 | -4% | -7% | -19% |
| COc1ccc(CN2CC(C(=O)NCc3cccc(OC)c3)CC2=O)cc1 (stereo not drawn) | -20% | -1% | 1% |
| CCCCN1C(=O)C(=Nc2cccc3cnccc23)c2ccccc21 | -5% | -9% | -11% |
| N=c1oc2ccc([N+](=O)[O-])cc2cc1C(=O)NCc1ccccc1 | 4% | -8% | 0% |
| Cc1ccc(-c2nnc(SCC(=O)Nc3sc(C)c(C)c3C#N)n2C)cc1 | -2% | -12% | -11% |
| Cc1cn(C2CC3OCC(NC(=O)C(NC(=O)OC(C)(C)C)C(C)OCc4ccccc4)C3O2)c(=O)[nH]c1=O (stereo not drawn) | nt | -4% | -16% |
| CC(NC(=O)CSc1nc(=O)cc(N)n1-c1ccccc1)c1ccccc1 (stereo not drawn) | -2% | 0% | 2% |
| COc1ccccc1-c1cc2nc(C)c(CCC(=O)NCc3ccc(F)cc3)c(C)n2n1 | 19% | 11% | -4% |
| c1ccc(CNc2ccccn2)cc1 | -1% | 3% | 4% |
| COc1ccc(CCN2C(=O)CSC2c2cccc([N+](=O)[O-])c2)cc1OC (stereo not drawn) | -2% | 1% | -4% |
| CCN=C1NN=C(c2c[nH]c3ccccc23)CS1 | -2% | -4% | -10% |
| COc1ccc(Cn2c(SCc3ccc(C(=O)NC(C)C)cc3)nc3cccnc32)cc1 | -1% | nt | 4% |
| CS(=O)(=O)Nc1ccc2c(c1)C(=O)OC2 | -26% | 5% | -14% |
| CC1(C)CC(=O)C(c2c[nH]c3ccccc23)C(=O)C1 | 0% | 16% | 3% |
| CCCCn1c(CCC(=O)O)nc2cc(S(=O)(=O)N(CC)CC)ccc21 | -5% | 8% | -1% |
| COc1ccc(N2CC(C(=O)N[C@@H](CC(C)C)C(=O)NC3CCCCC3)CC2=O)cc1 (stereo partly drawn) | -2% | 3% | -1% |
| Cc1ccccc1Nc1sc(C(=O)c2ccc3c(c2)OCO3)c(N)c1S(=O)(=O)c1ccccc1 | -4% | nt | -7% |

One compound at a time (already shown). Order of values: KAT2A inh, N370S GC, FEN1 inhibitor
CC1(C)CC(=O)C(c2c[nH]c3ccccc23)C(=O)C1 is listed with 0%, 16%, 3%
O=C1C2CCCCN2C(=O)N1CCCCN1CCN(c2cccc(Br)c2)CC1 (stereo not drawn) is listed with -9%, -17%, 17%

Additional entries
| SMILES | KAT2A inh | N370S GC | FEN1 inhibitor |
| --- | --- | --- | --- |
| O=C(Cn1nnc(-c2ccc3c(c2)OCO3)n1)NCc1ccccc1 | 12% | 8% | 11% |
| COc1ccc(-n2c(Cc3cccn3C)nnc2SCC(=O)Nc2ccc(C)cc2C)cc1 | -1% | 9% | -8% |
| COc1ccc2nc(C(F)(F)C(F)(F)F)c(C#N)c(N)c2c1 | -9%[0.501 µM] | 18% | -3% |
| COc1ccc(N2C(=O)c3ccccc3NC2c2ccc(OC)c(COc3ccccn3)c2)cc1 (stereo not drawn) | 2% | 16% | -19%&0% |
| COc1ccc(N/C=C2\C(=O)CCc3c2oc2cc(Cl)c(O)c(Cl)c32)cc1 | -8% | 0% | -19% |
| COc1ccc(/C(C)=N/NS(=O)(=O)c2ccccc2)c(OC)c1 | -2% | -16% | 3% |
| O=C(NCCc1ccccc1)C(=O)NCC(c1ccco1)S(=O)(=O)c1cccs1 (stereo not drawn) | 2% | nt | 5% |
| Cc1ccc(NC(=O)CC(C)N2CCCC2)cc1 (stereo not drawn) | -4% | nt | -1% |
| COc1cccc(OCCNC(=O)CSc2ccc(C(F)(F)F)cc2[N+](=O)[O-])c1 | -4% | 0% | -7% |
| O=C(Cc1ccccc1)NCC(=O)OCc1ccc([N+](=O)[O-])cc1 | 1% | 6% | -6% |
| Cc1ccc(C(=O)N/C(=C\c2ccc(Cl)cc2)C(=O)NCC2CCCO2)cc1 (stereo not drawn) | 19% | 0% | -1% |
| CC1CCCC(C)N1C(=O)CSc1nc(N)cc(N)n1 (stereo not drawn) | 2% | -16% | 5% |
| COC(=O)C1=C(C)N(CCc2ccccc2)C(=O)C1(NS(=O)(=O)c1ccc(NC(C)=O)cc1)C(F)(F)F (stereo not drawn) | -4% | -25% | -9% |
| CC1CC(C)(C)N(C(=O)NC2CCCCC2)c2ccccc21 (stereo not drawn) | 3% | 5% | 3% |
| O=C(C1CC(=O)N(C2CCCC2)C1)N1CCN(c2cccc(C(F)(F)F)c2)CC1 (stereo not drawn) | -1% | -10% | -6% |
| COc1ccc(NC(=O)CCN2C(=O)c3ccccc3S2(=O)=O)c(OC)c1 | -6% | 0% | -12% |
| COc1ccc(Br)cc1/C=C1\Oc2ccccc2NC1=O | -9% | 3% | -7% |
| Cc1ccc(S(=O)(=O)CC(O)COc2ccc(F)cc2Cl)cc1 (stereo not drawn) | -5% | -1% | -3% |
| Cc1cccc(S(=O)(=O)Nc2nc3ccccc3nc2Nc2ccc3c(c2)OCO3)c1 | -7% | 8% | -17% |
| COc1cc(C(=O)Nc2ccc3nn(-c4ccc(F)cc4)nc3c2)cc(OC)c1OC | -1% | nt | 5% |
| CC(C)NC(=O)N(C)C[C@H]1Oc2ccc(NS(=O)(=O)c3ccc(Cl)cc3)cc2CC(=O)N([C@@H](C)CO)C[C@@H]1C | -2% | nt | 1% |
| Cc1ccc(-c2nn(CC(=O)NCC3CCCO3)c(=O)c3ccccc23)cc1 (stereo not drawn) | 0% | 6% | -1% |
| CC(=O)NC(CC(=O)OCC(=O)Nc1cc(S(=O)(=O)N2CCCCC2)ccc1C)c1ccccc1 (stereo not drawn) | 1% | nt | -2% |
| Cc1ccccc1-c1nnc(-c2cccs2)o1 | -10% | 2% | -18% |
| CC[C@H](C)[C@H](NS(=O)(=O)c1ccc(C)cc1)C(=O)N1CCC(C(=O)N[C@H](C(=O)O)C(C)C)CC1 | -2% | -11% | -1% |
| Cc1nnc(SCC(=O)Nc2c(Cl)cccc2Cl)[nH]c1=O | -7% | 3% | -2% |
| CC(=O)O[C@H](COc1c2ccoc2cc2oc(=O)ccc12)C(C)(C)O | -3% | nt | -10% |
| CC(C)(C)NC(=O)NCCc1ccccc1 | -2% | 2% | 18% |
| CN(C)CCOC(=O)CCc1ccccc1 | 1% | -5% | -11% |
| COC(=O)c1c(NC(=O)C(=O)NCCCN2CCOCC2)sc2c1CCCC2 | 1% | -6% | -17% |
| COc1cc(-c2nnn(CC(=O)NCc3ccccc3)n2)cc(OC)c1OC | -4%&-3% | 0% | -3%&10% |
| CCOC(=O)C1(Cc2cccc(OC)c2)CCN(Cc2cccc3cnccc23)CC1 | 1% | -10% | 1% |

Sorted by value in N370S GC (rising): some entries from above
SMILES	N370S GC
CC1CCCC(C)N1C(=O)CSc1nc(N)cc(N)n1 (stereo not drawn)	-16%
O=C(C1CC(=O)N(C2CCCC2)C1)N1CCN(c2cccc(C(F)(F)F)c2)CC1 (stereo not drawn)	-10%
COC(=O)c1c(NC(=O)C(=O)NCCCN2CCOCC2)sc2c1CCCC2	-6%
COc1ccc(NC(=O)CCN2C(=O)c3ccccc3S2(=O)=O)c(OC)c1	0%
Cc1ccc(-c2nn(CC(=O)NCC3CCCO3)c(=O)c3ccccc23)cc1 (stereo not drawn)	6%
